p53 reactivation – mutant p53 re-activation in reporter cells | 320,000 tested, 0.063% active | Potency, µM (top dose mostly 92.2 µM), for the others: top-dose activity change, positive = activation, actives largely listed as activators | AID 504706 | H1299 p53-A138V BP100-luciferase reporter, luminescence, 24 h; also: potency is read from the fitted curve at half-maximal effect; % of control where 0% means no effect; nearly all actives have a fitted effect of over 45% in size
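p53-null H1299 cells stably carrying temperature-sensitive p53-A138V and a BP100-luciferase reporter were pinned with compounds (4-point, 1:5 series) and held 24 hrs at 37 deg C. Luminescence was read 10 min after detection reagent.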
RORgamma inh – inhibitors of mouse ROR gamma transcriptional activity; Drosophila S2 Gal4-RORgamma UAS-luciferase reporter, 20 h; 310,000 tested, 5.4% active; P51450; Potency, µM (series often up to 53.6 µM), for the others: at the highest dose activity change, negative = inhibition, usual class: inhibitors; also: potency is read from the fitted curve at half-maximal effect; % is scaled to controls: 0 for no effect and ±100 for the full control effect; nearly all actives have a fitted effect of over 60% in size
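Drosophila S2 cells stably expressing Gal4-DBD/mouse RORγ fusion under metallothionein promoter plus UAS-luciferase; compound 1 h, then 700 uM CuSO4 induction for 20 h at ambient temperature; inhibition read as reduced luminescence.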
NPC1 prom act – activates the NPC1 promoter | AID 485313 | 320,000 tested, 2.4% active | Potency, µM (doses to about 9.22 µM), for the others: top-dose activation, actives largely listed as activators | Huh7 NPC1 promoter luciferase reporter, 24 h;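 also: potency is read from the fitted curve at half-maximal effect; % of control where 0% means no effect; nearly all actives have a fitted effect of over 60% in size; reporter is driven by a mutant NPC1 promoter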
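NPC1 promoter–luciferase Huh7 cells; 24 h compound; luminescence.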
Rab9 promoter act – activators of Rab9 promoter. 320,000 tested, 2.8% active. Huh7 Rab9 promoter-luciferase reporter, luminescence, 24 h. Potency, µM (top dose mostly 9.22 µM), for inactives: top-dose activation, negative = inhibition, most hits filed as activators; also: potency is read from the fitted curve at half-maximal effect; % of control where 0% means no effect; nearly all actives have a fitted effect of over 60% in size
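Measured in stably transfected Huh7 cells bearing a Rab9 promoter–luciferase construct: 24 h compound treatment at 37 °C, followed by luminescence detection.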
VP16 counter – inhibits Gal4-VP16 luciferase reporter, ROR gamma counter-screen; 310,000 tested, 3.5% active; AID 2546; Potency, µM (top dose mostly 53.6 µM), for inactives: top-dose activity, negative = inhibition, most hits filed as inhibitors; Drosophila S2 Gal4-VP16 UAS-luciferase, luminescence, 20 h;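 also: Gal4-VP16 expression switched on by copper sulfate through the metallothionein promoter; potency is read from the fitted curve at half-maximal effect; % is scaled to controls: 0 for no effect and ±100 for the full control effect; nearly all actives have a fitted effect of over 50% in size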
ELG1 DNA repair – inhibitors of ELG1-dependent DNA repair in HEK293T cells; HEK293T ELG1-luciferase reporter, luminescence, 16 h; DNA damage induced by 5-fluorouridine; Potency, µM (titrated, usually from 46.1 µM), for inactives: at the top dose activity change, negative = inhibition, actives largely listed as inhibitors; 330,000 tested, 2.3% active; also: potency is read from the fitted curve at half-maximal effect; % is scaled to controls: 0 for no effect and ±100 for the full control effect; nearly all actives have a fitted effect of over 55% in size
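Quantitative HTS, concentration-response format. 2,000 cells/well co-treated with 5-fluorouridine and compound, 16 hr in 5% CO2 at 37 °C; ONE-Glo luminescence read after 30 min.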
FLuc modulator – firefly luciferase modulation, counter-screen for miR-21 project; purified FLuc, Km substrates, luminescence inhibition; Potency, µM (series often up to 57.5 µM), for inactives: at the highest dose activity change, negative = inhibition, most hits filed as inhibitors; 360,000 tested, 6.9% active;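 also: potency is read from the fitted curve at half-maximal effect; plate controls were vehicle for no effect and reference inhibitor for full effect; nearly all actives have a fitted effect of over 55% in size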
Target sequence (P08659 whole entry, looked up): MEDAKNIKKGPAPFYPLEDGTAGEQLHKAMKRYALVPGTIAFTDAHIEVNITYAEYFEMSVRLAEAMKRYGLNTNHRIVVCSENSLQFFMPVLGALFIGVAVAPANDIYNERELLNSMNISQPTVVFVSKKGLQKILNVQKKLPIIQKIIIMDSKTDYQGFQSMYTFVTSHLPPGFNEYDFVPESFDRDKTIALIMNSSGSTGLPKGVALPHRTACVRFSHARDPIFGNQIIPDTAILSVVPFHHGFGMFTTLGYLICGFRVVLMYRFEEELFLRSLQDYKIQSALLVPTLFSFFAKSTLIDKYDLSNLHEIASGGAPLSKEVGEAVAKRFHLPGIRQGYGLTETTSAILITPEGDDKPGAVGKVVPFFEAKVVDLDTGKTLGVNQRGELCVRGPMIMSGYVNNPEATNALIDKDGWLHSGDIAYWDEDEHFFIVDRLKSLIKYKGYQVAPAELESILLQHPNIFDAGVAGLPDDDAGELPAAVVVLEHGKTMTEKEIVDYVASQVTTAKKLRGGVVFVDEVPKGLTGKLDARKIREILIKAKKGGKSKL
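Purified P. pyralis luciferase (10nM final) with 10uM D-luciferin and 10uM ATP (Km levels) in 50mM Tris acetate pH 7.5, 10mM Mg acetate, 0.01% Tween-20, 0.05% BSA; qHTS 6-point titration, ~60 µM downward; luminescence read.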
TRPV1 agonist – human TRPV1 agonism. TRPV1-expressing cells, Fluo-8 calcium influx, agonist mode. activation, % at 8.33 µM. 320,000 tested, 0.19% active. AID 540275. Q8NER1; in the data active = activation above about 80%; inconclusive = between about 30% and that limit; also: 0% is about no effect
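Fluo-8 calcium influx in TRPV1-expressing cells, kinetic read (ex 480/em 520 nm). Compound added and read 3 min for agonist activity, followed by capsaicin at EC20 final and 2 min further read for enhancement.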
ELG1 genotoxic – induces genotoxicity in HEK293T cells with luciferase-tagged ELG1 | HEK293T ELG1-luciferase reporter, luminescence, 16 h | Potency, µM (doses to about 46 µM), for the others: top-dose activity change, positive = activation, most hits filed as activators | 330,000 tested, 1.3% active; also: potency is read from the fitted curve at half-maximal effect; % of control where 0% means no effect; nearly all actives have a fitted effect of over 60% in size
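Genotoxic stress is detected as increased luminescence from luciferase-tagged ELG1 in HEK293T cells, measured with ONE-Glo after a 16 hr treatment at 37 °C.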
Tb PFK block – T. brucei PFK enzyme inhibition; Potency, µM (series often up to 57.5 µM), for the others: at the top dose activity, negative = inhibition, most hits filed as inhibitors; 330,000 tested, 0.17% active; T. brucei PFK, ADP-Glo luminescence;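 also: potency is read from the fitted curve at half-maximal effect; 0% = uninhibited 1x PFK enzyme wells and -100% = no-enzyme wells; nearly all actives have a fitted effect of over 60% in size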
Target sequence (O15648 whole entry, looked up): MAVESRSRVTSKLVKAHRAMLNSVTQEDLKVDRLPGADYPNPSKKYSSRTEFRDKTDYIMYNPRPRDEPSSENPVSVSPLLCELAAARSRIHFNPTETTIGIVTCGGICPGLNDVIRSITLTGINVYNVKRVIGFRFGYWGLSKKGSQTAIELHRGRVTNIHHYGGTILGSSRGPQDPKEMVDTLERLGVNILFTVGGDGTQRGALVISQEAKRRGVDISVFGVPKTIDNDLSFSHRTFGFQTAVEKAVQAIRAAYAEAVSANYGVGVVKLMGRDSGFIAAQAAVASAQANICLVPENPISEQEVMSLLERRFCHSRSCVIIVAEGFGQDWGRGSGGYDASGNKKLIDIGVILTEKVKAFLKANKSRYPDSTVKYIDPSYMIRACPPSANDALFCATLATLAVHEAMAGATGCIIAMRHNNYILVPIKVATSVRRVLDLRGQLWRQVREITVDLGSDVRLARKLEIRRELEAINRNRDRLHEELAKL
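In TEA buffer at pH 8.0 with 5 mM MgCl2, enzyme (1.25 nM) converted F6P (0.5 mM) and ATP (0.1 mM) for 45 min at room temperature. ADP product was read by luciferase luminescence.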
BRCA1 expr act – activators of BRCA1 expression; MCF7-BRCA1-FFLuc reporter, luminescence, 48 h; response scale: scaled: vehicle 0%, 10 µM genistein 100%; Potency, µM (doses to about 46.1 µM), for the others: at the top dose activation, hits mostly activators; 380,000 tested, 1.1% active; also: potency is read from the fitted curve at half-maximal effect; nearly all actives have a fitted effect of over 80% in size; some results filed as inactive show a strong effect at the top dose
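MCF7 cells carrying a BRCA1-firefly luciferase reporter (2000 cells/well, phenol-red free MEM) were attached for 2 h at 37 °C, then given compounds for 48 h. Luminescence was read 15 min after luciferase reagent; activity normalized to genistein (10 microM) and DMSO.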
* marks the source's active call; other numbers are inactive results; ? = inconclusive; · = not tested or not shown; & = joins results of further samples; [ ] = another dose, or the depositor's remark. Unless noted, calls follow the shape of the dose curve; as a rule, active = well fitted curve in the direction sought with a large enough effect; inconclusive = small, poorly fitted or top-dose-only effect, or another doubt; inactive = no such curve, though single readings can be large; an effect the other way counts as inactive or inconclusive.

SMILES | p53 reactivation | RORgamma inh | NPC1 prom act | Rab9 promoter act | VP16 counter | ELG1 DNA repair | FLuc modulator | TRPV1 agonist | ELG1 genotoxic | Tb PFK block | BRCA1 expr act
COc1cc(C)nc(Oc2ccc(OCCOc3ccc(C)cc3)nn2)n1 | -5.4% | 40.1% | -5.7% | -2.7% | -12.4% | 10.0% | 2.0% | 11.7 | 1.2% | 0.6% | 14.7%
Cc1cccc(C2(c3cccc(C)c3)CC2C(=O)Nc2ccc([N+](=O)[O-])cc2O)c1 (configuration not stated) | 10.8% | -104.2% | -0.6% | -2.2% | 11.2µM* | 23.8% | 1.8% | 9.8 | -4.7% | 4.4% | -98.9%
COc1cc(NC(=O)Cc2cccs2)ccc1-n1cnnn1 | 0.5% | 0.8% | 1.2% | -0.8% | 0.9% | -7.8% | 3.9% | 1.6 | 0.1% | 1.7% | -2.4%
CC1S/C(=N\N=C\c2cccc([N+](=O)[O-])c2)N(C(C)(C)C)C1=O (configuration not stated) | 2.7% | 16.9% | 2.1% | -3.9% | -2.8% | ? | ? | 2.1 | -9.9% | -1.2% | -28.3%
CC(C)CC(=O)N1CCN(Cc2ccc3c(c2)OCO3)CC1 | -3.8% | 2.5% | -1.5% | -5.1% | -0.6% | -12.7% | -1.3% | -1.7 | -4.9% | -7.3% | -10.2%
O=C(Cc1cccs1)NNC(=S)NCc1ccco1 | 4.0% | 14.1µM* | -2.3% | -1.3% | -4.8% | 2.3% | 3.0% | 1.3 | -0.9% | -9.5% | -6.8%
COc1ccc(CNC(=O)Nc2ccc(OC)cc2)cc1 | -2.4% | -5.5% | -0.6% | -3.7% | 2.4% | 13.5% | -1.7% | 23.5 | 14.6% | -8.0% | 29.6%
COc1ccc(Cc2nnc(NC(=O)Cn3cnc4c3c(=O)n(C)c(=O)n4C)s2)cc1OC | -3.7% | 0.7% | -1.8% | -3.5% | ? | -5.3% | -1.3% | -1.5 | -1.9% | -3.0% | -8.8%
Fc1ccc(CSc2nnc(-c3ccccn3)o2)cc1 | 16.8% | ? | 1.41µM* | 2.24µM* | -26.0% | ? | 10.7µM* | 15.1 | ? | -2.5% | 3.98µM*
NNC(=O)Cn1c(SCc2ccccc2)nc2ccccc21 | -0.2% | 5.6% | -0.4% | 1.3% | -1.8% | -0.2% | ? | 3.0 | 6.0% | 0.0% | -14.4%&-27.9%
Cc1cc(N2C(=O)NC(=O)CC2C)c(C)cc1C(C)C (configuration not stated) | -5.9% | 14.8% | -4.7% | -1.5% | 5.2% | -10.9% | 3.4% | 23.6 | 1.1% | 9.2% | 5.2%
Cc1cccnc1NC(=O)CN1C(=O)NC(C)(c2ccc3ccccc3c2)C1=O (configuration not stated) | -8.1% | · | 0.2% | -3.5% | · | ? | -1.2% | 0.8 | -0.7% | ? | 6.2%
COc1ccc(C)cc1NC(=O)CCS(=O)(=O)c1cc2c(cc1Cl)NC(=O)CO2 | 5.5% | -1.1% | 2.1% | -3.0% | -13.6% | 8.2% | -2.2% | 5.9 | -0.5%[9.26 µM] | 0.6% | 0.0%
COc1ccccc1NS(=O)(=O)c1cc(C(=O)N2CCCC2)ccc1C | -2.2% | · | 0.1% | 0.8% | · | 12.6% | 5.0% | 2.9 | 0.4% | -1.5% | -3.7%
COC(=O)COc1ccc(S(=O)(=O)NC2CCCCCC2)cc1 | 4.7% | 14.5% | -0.2% | -2.2% | -6.8% | -0.4% | 4.1% | 0.8 | -4.3% | -1.1% | -23.8%
O=C(O/N=C/C1=C(Cl)c2ccccc2CC1)c1ccc(F)cc1 | -3.9% | -11.5% | -2.6% | -4.7% | 4.5% | -1.8% | 6.75µM* | 25.3 | -3.8% | 2.2% | -6.7%
Clc1ccccc1-c1nc(N/N=C/c2cccnc2)c2ccccc2n1 | -3.8% | ? | 2.7% | -0.6% | -5.4% | ? | 0.5% | ? | -2.5% | 1.4% | -64.6%
O=Cc1c(-c2ccccc2)cc2oc3ccccc3cc1-2 | ? | 0.4% | 25.8% | 3.55µM* | -2.4% | ? | 0.757µM* | 18.5 | 3.66µM* | -2.3% | -4.9%
COc1cc2c(C(=O)NCc3ccccn3)cn(CC(C)C)c(=O)c2cc1OC | 5.2% | -3.0% | 2.1% | -6.0% | 6.9% | -10.7% | 1.9% | 1.2 | 0.7% | -2.8% | 1.8%
N#Cc1cn(CC(=O)NCCc2c[nH]c3ccccc23)c2ccccc12 | -9.0% | ? | 0.5% | 2.2% | -0.4% | -17.5% | -1.8% | -3.4 | -10.9% | -1.3% | -14.4%
COc1ccc(NC(=O)CSc2nc(=O)n(CCN(C)C)c3c2CCCC3)cc1 | -0.3% | · | -0.3% | -5.3% | · | ? | 6.5% | 1.8 | 1.3% | -4.7% | -11.2%
COc1ccc(C(=O)C2CCN(C(=S)NCCc3ccccc3)CC2)cc1 | -1.3% | 0.1% | 2.6% | -2.3% | 0.4%[10 µM] | 5.0% | 0.6% | 0.4 | 2.5% | -1.7% | 16.8%
CC1(C)Cc2c(sc(NC(=O)COc3ccc(Cl)cc3Cl)c2C(N)=O)C(C)(C)N1 | 13.7% | 7.2% | 0.3% | -0.1% | -5.9% | ? | 1.2% | 19.1 | 19.9% | -10.7% | -4.1%
COc1ccc2[nH]c3c(N4CCc5ccccc5C4)ncnc3c2c1 | 0.4% | ? | -18.4% | -15.3% | 12.6µM* | ? | ? | ? | -9.6% | 0.9% | -79.1%
O=C1c2cnc3ncnn3c2CC2c3ccccc3CCN12 (configuration not stated) | 0.4% | -11.4% | -19.8% | -4.1% | -0.2% | 12.0% | 4.4% | 1.4 | 6.5% | 1.6% | 1.3%
COC(=O)C1=C(C)NC(=S)NC1c1ccc(-c2cccc(Cl)c2)o1 (configuration not stated) | 11.4% | 14.1µM* | 7.0% | 2.2% | ? | ? | ? | 2.7 | -2.4% | 11.8% | -11.3%
O=C(CN(Cc1ccco1)Cc1ccco1)Nc1cc(S(=O)(=O)N2CCCCC2)ccc1Cl | 26.2% | · | -5.7% | -12.2% | · | 25.9µM* | · | 11.3 | -7.6% | -14.2% | -47.8%
CCN(CC)C(=S)Nc1ccc(OC(F)F)cc1 | 15.8% | -11.4% | -4.3% | -9.6% | -3.3% | 5.7% | 3.9% | 0.3 | 0.1% | 2.5% | -3.7%
O=C(c1ccco1)N1CCN(C/C=C/c2ccccc2)CC1 | -2.9% | 17.4% | -1.0% | 3.3% | -4.0% | 18.2% | -8.2% | -0.9 | -1.1% | -3.3% | -0.3%
COc1ccccc1C(=O)N1CCN(Cc2c[nH]c3ccccc23)CC1 | -8.7% | 18.8% | -4.1% | -1.3% | 7.1% | ? | 0.6% | 4.0 | -6.7% | 3.6% | 0.7%
COc1ccc(C2=NS(=O)(=O)N(C)C(C(=O)Nc3ccc(C)cc3)=C2)cc1 | 11.9% | ? | -0.2% | 1.4% | -11.4% | -1.7% | -15.8% | 0.9 | -0.6% | 1.1% | -18.2%
Cc1cc(Cl)n2nc(C)c(-c3ccc(Cl)cc3)c2n1 | -7.6% | ? | -19.1% | -2.1% | -19.7% | 0.9% | -6.7% | -0.8 | -20.8% | 2.5% | -92.1%[inhibitor]
O=C(Nc1ccc(C(=O)O)cc1)/C(=C\C=C\c1ccccc1)NC(=O)c1ccccc1Br | 22.5% | ? | 2µM* | 3.16µM* | ? | ? | 0.169µM* | -11.8 | 0.6% | 1.0% | 10µM*
O=C(CC(=O)c1cccc([N+](=O)[O-])c1)Nc1ccccc1Cl | -1.5% | 25.8% | 16.4% | 11.9% | -2.3% | 0.1% | 23.9µM* | -1.9 | 3.4% | 2.3% | -10.4%
CCc1nc(-c2ccc(OC)c(OC)c2)cc2cc(OC)c(OC)cc12 | -8.9% | -11.1% | -6.3% | -2.5% | 3.8% | 25.9µM* | -14.8% | -3.3 | 3.0% | 0.0% | -27.3%
Cc1nonc1NC(=O)CSc1nc2cc(Cl)ccc2c2c1CCCC2 | -7.8% | -8.7% | 0.4% | -4.7% | -10.4% | 0.2% | -16.6%[2.3 µM] | 23.5 | 3.8% | -0.1% | -34.9%

Record cards, as listed above. Order of values: p53 reactivation	RORgamma inh	NPC1 prom act	Rab9 promoter act	VP16 counter	ELG1 DNA repair	FLuc modulator	TRPV1 agonist	ELG1 genotoxic	Tb PFK block	BRCA1 expr act
Shown for `Cc1nonc1NC(=O)CSc1nc2cc(Cl)ccc2c2c1CCCC2` : -7.8%	-8.7%	0.4%	-4.7%	-10.4%	0.2%	-16.6%[2.3 µM]	23.5	3.8%	-0.1%	-34.9%
Shown for `COc1ccc(C2=NS(=O)(=O)N(C)C(C(=O)Nc3ccc(C)cc3)=C2)cc1` : 11.9%	?	-0.2%	1.4%	-11.4%	-1.7%	-15.8%	0.9	-0.6%	1.1%	-18.2%

Not a hit list; 15% or so of the library scored in one or more.
